Bioassay records: PubChem, several laboratories
Rpn11 block: blocks the human proteasome subunit Rpn11; O00487; human 26S proteasome, Ub4-pepOG fluorescence polarization; 20S core pre-blocked with epoxomicin; calls only at 20 µM; hit rate 0.59% among 360,000;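 active means inhibition at 20 µM, scaled to each plate's controls, above about 33%, limit read from the data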
SKN-1 block: inhibitors of C. elegans SKN-1. C. elegans VP596 Pgst-4::GFP/RFP ratio, acrylamide-induced, 24 h. inhibition, % at 21.8 µM. hit rate 0.49% among 360,000. AID 624304;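 active means interference check ratio from 0.5 to 1.5 plus GFP to RFP signal ratio inhibition reaching or exceeding a fixed threshold, cut at about 30% in these data, passing the limit was not always enough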; further: some compounds called inactive have numbers as strong as hits
Neddyl block: cullin neddylation inhibition | TR-FRET cullin neddylation, biochemical | calls only at 25 µM | AID 651699 | hit rate 0.58% among 360,000 | P61081+Q13564; in the data active means inhibition above about 36%
MT1-MMP act inh: blocks activation of human MT1-MMP. P50281. HT1080 RFP-PRO-GFP cells, GFP/RFP ratio fluorescence, overnight; percent of plate control window, DMSO zero. GFP/RFP ratio change, % at 20 µM. hit rate 0.061% among 360,000. AID 651647;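 active means GFP/RFP ratio change of at least 30% with cell ATP level not reduced by more than half and red fluorescence within 50% of control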; further: strong numbers were not always called active
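Read-out: GFP/RFP fluorescence ratio; Test system: RFP-PRO-GFP reporter HT1080 cells; Compound dosing: single-point 20 µM compound, 1% DMSO; Times: overnight compound exposure at 37 °C.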
FAS-TE inh: inhibitors of human fatty acid synthase thioesterase domain; inhibition, % at 15 µM; recombinant FAS-TE, OMFH fluorogenic substrate, fluorescence endpoint; AID 602261; hit rate 0.67% among 360,000;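 active means compounds whose normalised, plate-corrected inhibition of enzyme fluorescence in the single-dose primary screen is 50% or more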;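 further: 0% = DMSO with enzyme and 100% = substrate without enzyme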
MLLE-PAM2 inh: blocks PAM2 peptide binding to the PABP1 MLLE domain | P11940 | GST-MLLE / FITC-PAM2 fluorescence polarization | inhibition, % at 20 µM | hit rate 0.36% among 360,000; in the data active means inhibition above about 35%, passing the limit was not always enough;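 further: plate controls were DMSO wells with GST-MLLE for no effect and wells lacking GST-MLLE protein for full effect; some results filed as inactive read as strong as hits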
Target sequence (P11940 whole entry, looked up, the tested form may be a part): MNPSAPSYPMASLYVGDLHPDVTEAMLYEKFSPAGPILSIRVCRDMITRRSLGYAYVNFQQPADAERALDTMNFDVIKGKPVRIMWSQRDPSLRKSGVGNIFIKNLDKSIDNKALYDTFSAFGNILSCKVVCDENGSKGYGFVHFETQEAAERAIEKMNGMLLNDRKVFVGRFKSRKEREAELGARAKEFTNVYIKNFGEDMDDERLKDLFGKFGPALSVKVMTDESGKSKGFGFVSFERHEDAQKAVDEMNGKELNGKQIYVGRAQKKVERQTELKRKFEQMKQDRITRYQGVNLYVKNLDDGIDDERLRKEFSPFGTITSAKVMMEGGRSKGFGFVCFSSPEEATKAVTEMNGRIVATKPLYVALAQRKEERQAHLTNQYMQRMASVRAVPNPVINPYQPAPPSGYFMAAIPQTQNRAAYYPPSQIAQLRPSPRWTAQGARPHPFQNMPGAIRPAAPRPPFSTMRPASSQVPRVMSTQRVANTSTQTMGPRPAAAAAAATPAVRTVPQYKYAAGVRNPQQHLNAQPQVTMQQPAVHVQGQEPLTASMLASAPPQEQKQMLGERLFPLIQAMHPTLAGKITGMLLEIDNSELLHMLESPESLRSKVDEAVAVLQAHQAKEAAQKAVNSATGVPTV
Rin1-Abl PPI inh: inhibitors of human Rin1-Abl protein interaction | TR-FRET Rin1/Abl binding, biochemical | inhibition, % at 7.35 µM | hit rate 0.4% among 360,000; in the data active means inhibition above about 5%, passing the limit was not always enough
NadD inh: NadD (S. aureus) enzyme inhibition; hit rate 0.78% among 360,000; purified NadD enzyme, colorimetric absorbance read-out; inhibition, % at 20 µM; in the data active means inhibition above about 26%; further: some compounds past the cut are filed as inactive
CSN deneddyl inh: blocks human CSN-mediated cullin deneddylation; inhibition, % at 12.5 µM; Purified CSN, SCF-Nedd8-OG deneddylation, fluorescence polarization; AID 651999; hit rate 0.38% among 360,000; Q92905;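 active means pattern-corrected inhibition above about 35%, with an unprinted fluorescence ratio check between 0.5 and 1.5, limit read from the data, passing the limit was not always enough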;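 further: 0% = enzyme with substrate and 100% = substrate without enzyme; some results filed as inactive read as strong as hits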
Target sequence (Q92905 whole entry, looked up, one chain of several): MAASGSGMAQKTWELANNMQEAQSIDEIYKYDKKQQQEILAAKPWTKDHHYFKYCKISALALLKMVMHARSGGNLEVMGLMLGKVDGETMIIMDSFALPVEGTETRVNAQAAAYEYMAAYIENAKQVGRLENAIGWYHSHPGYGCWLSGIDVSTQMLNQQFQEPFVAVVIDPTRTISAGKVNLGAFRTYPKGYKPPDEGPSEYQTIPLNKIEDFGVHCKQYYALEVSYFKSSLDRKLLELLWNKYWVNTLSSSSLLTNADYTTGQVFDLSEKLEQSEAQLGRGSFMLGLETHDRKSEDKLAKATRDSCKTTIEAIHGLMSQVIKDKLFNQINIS
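assay system = purified human Csn5 enzyme expressed in HEK293T cells | amount = 0.24 nM enzyme | buffer or medium = Tris/NaCl/DTT buffer, pH 7.5 | reagent = 10 nM SCFSkp2-Nedd8OG | compound = one concentration, 12.5 µM, 0.25% DMSO | times = 90 min reaction at room temperature | signal = FP | read-out basis = % inhibition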
* hit, by the source's call; i = inactive; · = not tested or not shown.

Below each compound: Rpn11 block	SKN-1 block	Neddyl block	MT1-MMP act inh	FAS-TE inh	MLLE-PAM2 inh	Rin1-Abl PPI inh	NadD inh	CSN deneddyl inh
CCOC(=O)c1cc(-c2ccc(/C=C3/C(=O)N(c4ccc(C(=O)O)cc4)N=C3C)o2)ccc1Cl
→ i	18	i	5	-2	28	-1	5	31
O=C(CN1CCN(c2ccc(O)cc2)CC1)Nc1cc(S(=O)(=O)N2CCOCC2)ccc1Cl
→ i	7	i	-6	-7	-7	-2	8	-6
c1ccc2c(c1)OCC(c1csc3ncnc(N4CCCC4)c13)O2 (stereo not drawn)
→ i	-12	i	-14	12	-17	-2	-3	1
CCCCNC(=O)CSc1nc2ccsc2c(=O)n1CCCC(=O)NCCc1ccc(S(N)(=O)=O)cc1
→ i	-18	i	2	0	-2	2	0	-3
C[C@@H](CN=[N+]=[N-])CN1CC[C@H](O)CCC1=O
→ i	18	i	2	-13	2	1	-3	-3
CCc1ccc(-c2cc(C)no2)cc1S(=O)(=O)N1CCC(C)CC1
→ i	-5	i	-4	30	11	1	-7	-2
O=C(CSc1nnc(CNC(=O)c2cccs2)o1)Nc1ccc(F)cc1F
→ i	8	i	-4	-5	19	1	1	5
CCN(CC)C(=O)Oc1cc(=O)n(C)c2ccccc12
→ i	1	i	5	-10	6	-2	-7	1
Cc1ccc([N+](=O)[O-])cc1NC(=O)CN(C)CCOc1ccccc1
→ i	-7	i	2	45	-1	-2	-2	0
COc1ccc(-c2[nH]ncc2N=Nc2ccccc2)cc1
→ i	12	i	5	-15	-8	0	2	1
COCCN(C(=O)COC(=O)/C=C/c1ccc2c(c1)OCO2)c1c(N)n(Cc2ccccc2)c(=O)[nH]c1=O
→ i	5	i	2	-12	-18	-6	0	-6
CC1CCCN(CC(=O)Nc2ccc(S(=O)(=O)N3CCCCCC3)cc2)C1 (stereo not drawn)
→ i	-7	i	1	8	-7	8	-8	5
COCc1c(C(=O)Nc2cccc(S(=O)(=O)N3CCCCC3)c2)oc2ccccc12
→ i	5	i	4	33	10	3	-2	5
S=C(NC1CCCCC1)N1CCc2ccccc2C1
→ i	7	i	12	7	-114	-3	-3	-3
CSc1ccc(CN(C)C(=O)c2cc(=O)c3ccccc3o2)cc1
→ i	-9	i	-2	15	-1	3	-4	-2
COc1cc(/C=N/NC(=O)c2cccnc2)ccc1OC(=O)c1ccc([N+](=O)[O-])cc1
→ i	-14	i	-3	2	-1	1	2	5
COC(=O)c1cc(C)[nH]c2c(C)cc3nc4ccccc4c3c12
→ i	2	·	0	16	8	4	-2	-8
CN1C(=O)N(c2nnc(C(C)(C)C)s2)C(=O)C1c1ccccc1 (stereo not drawn)
→ i	-6	i	2	-7	6	1	3	-1
COc1cc(NC(=O)c2ccccc2OCc2ccccc2)cc(OC)c1OC
→ i	-11	i	-4	24	-4	0	-12	3
Cc1ccc(S(=O)(=O)CCC(=O)NCc2ccc(Cl)cc2)cc1
→ i	4	i	1	-2	-14	-2	-7	-6
O=C(CN1CCN(Cc2ccccc2Cl)CC1)N/N=C/c1ccccn1
→ i	-5	i	0	-3	0	-3	-4	-4
COCCCNC(=O)/C(C#N)=C/c1c(N2CCN(C)CC2)nc2c(C)cccn2c1=O
→ i	-14	·	-2	-4	16	-2	-4	-1
CS(=O)(=O)N1N=C(c2cccs2)CC1c1ccc(F)cc1 (stereo not drawn)
→ i	25	i	-3	-3	-23	-3	-1	8
Cc1nc(SCC(=O)Nc2cc(C)on2)c2c3c(sc2n1)CCCC3
→ i	6	i	2	-3	-14	1	-10	8
COc1ccc(OCC(=O)Nc2ccc3c(c2)nc(CCN2CCCCC2)n3C)cc1
→ i	-12	i	2	-9	-1	0	-4	0
COc1ccc(C(CNC(=O)c2cccc(S(=O)(=O)Nc3ccc(F)cc3)c2)N2CCCCC2)cc1 (stereo not drawn)
→ i	-9	i	2	1	8	3	2	-3
COC(=O)c1ccccc1OCCCCN1CC(C)OC(C)C1 (stereo not drawn)
→ i	-5	i	3	-12	-1	2	-2	-2
COC(=O)c1nnn(-c2ccsc2C(=O)OC)c1C(=O)OC
→ i	-1	i	1	-6	0	-2	-1	-2
Cc1cccc(NC(=O)c2ccc([N+](=O)[O-])s2)c1C
→ i	11	i	2	-8	7	-2	-5	-5
O=C(Nc1ccccc1Cc1ccccc1)c1ccc2c(c1)SC1=NS(=O)(=O)CCN12
→ i	12	i	0	8	32	-2	11	-17
CCN1CC=C2C(C1)C(c1ccc(Cl)s1)C(C#N)=C(N)C2(C#N)C#N (stereo not drawn)
→ i	-16	i	-167	-28	91	0	1	-42
COC(=O)Cc1ccc(NC(=S)N2CCCC(CO)C2)cc1 (stereo not drawn)
→ i	-12	i	2	-12	-27	2	1	-2
CCc1nc2ccc(C(=O)Nc3cc(-c4ccccc4)ccc3OC)cn2c1N(CC)CCN(C)C
→ i	9	i	-6	-1	4	-5	1	1
CC(C)c1nnc(NC(=O)CCC(=O)NC2CC2)s1
→ i	3	i	3	-10	5	4	-3	3
C=CCOc1ccc(C2C(C#N)=C(N)N(N(C)C)C3=C2C(=O)CCC3)cc1 (stereo not drawn)
→ i	0	i	-4	-5	1	0	0	0
O=C(Nc1ccc(F)cc1)Nc1ccc([N+](=O)[O-])cn1
→ i	4	i	-2	17	8	1	-3	-11
COc1cccc(C(=O)Nc2cc(C)on2)c1OC
→ i	-5	i	6	-6	6	-2	-3	-1
O=C(O)c1cc(S(=O)(=O)Nc2cccc(Oc3ccccc3)c2)ccc1Br
→ i	-4	i	1	9	-1	-2	-12	3
O=C(C[n+]1ccccc1)N/N=C/c1cc(Br)ccc1O
→ i	1	i	0	7	2	-3	-9	-3
CCOP(=O)(OCC)C(NC(=O)c1cccs1)c1ccccc1 (stereo not drawn)
→ i	-7	i	-3	-9	-5	3	-1	-3
CCN(CC)c1ccc(-c2n[nH]c(=S)n2-c2ccccc2)cc1
→ i	6	i	-8	-1	5	3	0	-2
CN1C(C(=O)Nc2cccc(O)c2)=CC(c2ccco2)=NS1(=O)=O
→ i	-11	i	1	-2	-10	1	-1	-1
CCOc1ccc(S(=O)(=O)Nc2cccc(C)c2)c2cccnc12
→ i	4	i	-2	-1	-6	3	0	-6
CN1C(=O)N(CC(=O)N2CCN(S(=O)(=O)c3ccc(Cl)s3)CC2)C(=O)C12CCCCC2
→ i	1	i	6	4	-91	0	4	-2
COC(=O)c1ccc(/C=N/NC(=O)c2ccc3nc[nH]c3c2)cc1
→ i	4	i	-1	-7	3	-5	1	-4
O=C(O)CC(NC(=O)OCc1ccccc1)c1ccccc1 (stereo not drawn)
→ i	-2	i	2	-6	12	0	18	-2
C#Cc1ccc(C(=O)NCc2ccc(N3CCCC3=O)cc2)cc1
→ i	-5	i	0	-5	15	3	-2	-2
Cc1cc(F)ccc1NCC(=O)Nc1ccc(Br)cc1C
→ i	13	i	4	11	-1	-1	-1	-15
Cc1c(Cl)cccc1N1C(=O)c2ccccc2C1=O
→ i	14	i	2	-1	-3	4	1	-2
COc1cc(OC)c2c(-c3cccc(-c4sccc4C(C)=O)c3)cc(=O)oc2c1
→ i	8	i	2	17	0	0	-1	-1
COc1ccccc1CNC(=O)CCS(=O)(=O)c1ccc(Cl)cc1
→ i	-19	i	6	-4	4	0	-2	1
O=C(NCC(c1cccs1)N1CCOCC1)c1cccc([N+](=O)[O-])c1 (stereo not drawn)
→ i	5	i	0	-4	5	1	-4	-2
Cc1oc2c(cc(NS(=O)(=O)c3ccc(Cl)cc3)c3ccccc32)c1C(=O)O
→ i	1	i	-3	5	18	-2	12	-1
COc1ccccc1NC(=O)CSc1nc2ccccc2c(=O)n1C
→ i	13	i	-2	10	-3	0	-3	-2
O=C(CN(C(=O)c1csnn1)c1cccc(Cl)c1)NC1CCCC1
→ i	-2	i	2	-2	21	3	0	4
CCCC(=O)Nc1ccc(Nc2ccccc2)cc1
→ i	3	i	3	-4	-3	4	-1	-16
COc1cccc(C(C(=O)NC2CCCCC2)N(C(=O)CNC(=O)c2ccco2)c2cccnc2)c1 (stereo not drawn)
→ i	7	i	2	-2	-1	-2	4	4
CCN(CC(=O)NC(C)C)C(=O)C(CCSC)NC(=O)c1ccccc1OC (stereo not drawn)
→ i	9	i	-2	-6	10	2	-1	-3
CSc1nnc(-c2ccncc2)n1/N=C/c1cn(-c2ccccc2)nc1-c1ccc(Cl)cc1
→ i	-9	i	-6	28	-8	0	3	2
COc1ccc(-c2nn(CC(=O)N(C)C)c(=O)c3ccccc23)cc1
→ i	-2	i	5	-9	8	4	1	0

Taken from above (2 entries):
Below each compound: Rpn11 block	SKN-1 block	Neddyl block	MT1-MMP act inh	FAS-TE inh	MLLE-PAM2 inh	Rin1-Abl PPI inh	NadD inh	CSN deneddyl inh
CCN1CC=C2C(C1)C(c1ccc(Cl)s1)C(C#N)=C(N)C2(C#N)C#N (stereo not drawn)
→ i	-16	i	-167	-28	91	0	1	-42
COC(=O)Cc1ccc(NC(=S)N2CCCC(CO)C2)cc1 (stereo not drawn)
→ i	-12	i	2	-12	-27	2	1	-2

(listing goes on)
Below each compound: Rpn11 block	SKN-1 block	Neddyl block	MT1-MMP act inh	FAS-TE inh	MLLE-PAM2 inh	Rin1-Abl PPI inh	NadD inh	CSN deneddyl inh
COc1ccc(NC(=O)/C(=C/c2ccc3c(c2)OCO3)NC(C)=O)cc1
→ i	1	i	-3	-9	0	2	-3	1
N#CCCn1cc(C=O)c(-c2cccs2)n1
→ i	-5	i	-3	-7	-5	-5	1	-7
Nc1cc(C(F)(F)F)ccc1OCC1CCCO1 (stereo not drawn)
→ i	-5	i	0	-3	-5	4	4	-2
CCOc1ccc(NC(=O)C[n+]2ccccc2)cc1
→ i	10	i	0	-12	-1	-1	1	-4
Cc1cccc(NC(=O)CNC(=O)Cc2ccc(S(=O)(=O)N3CCOCC3)s2)c1C
→ i	-6	i	0	-6	7	6	2	4
O=C(Nc1nnc(Cc2ccccc2F)s1)Nc1ccccc1F
→ i	-2	i	2	-2	-11	0	0	6
COc1ccc(/C=C/C(=O)OCC(=O)NC2CC2)c(OC)c1
→ i	2	i	1	-3	2	0	-1	-1
COc1cc(C2CC(=O)N(CC(=O)NCc3ccco3)c3ccccc3S2)cc(OC)c1OC (stereo not drawn)
→ i	13	i	-3	-4	18	1	-4	-3
